# Screens deposited in PubChem by The Scripps Research Institute Molecular Screening Center.
# GPR119 activation = off-target GPR119 activation – cell-based, PathHunter beta-arrestin, luminescence, set 2, counter-screen for GPR151 activator project, confirmation (AID 1508607); Glucose-dependent insulinotropic receptor (Homo sapiens); actives 0.9% (n = 2,300); activation, % at 11.2 µM; GPR119 PathHunter beta-arrestin cells, luminescence, 90 min; active compounds read high;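 active means mean percent activation across replicates above the counterscreen hit cutoff of 9.17%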;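 further: 0% = median of sample wells and 100% = wells given EA reagent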
# GPR151 beta-arrestin = GPR151 activators, triplicate retest, confirmation, cell-based, PathHunter beta-arrestin, luminescence, set 2 (AID 1508608); activation, % at 11.2 µM; actives 0.9% (n = 2,300); G-protein coupled receptor 151 (Homo sapiens); GPR151 PathHunter beta-arrestin cells, luminescence, 90 min; active compounds read high; 100% = signal from added EA reagent;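 active means mean activation across replicates above 26.72%, the hit cutoff set for this confirmation screen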;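 further: 0% = plate median of compound wells and 100% = EA reagent high control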
# An asterisk follows results filed as active. This is a subset. The share of hits here may be higher or lower than overall.
SMILES,GPR119 activation,GPR151 beta-arrestin
CCOC(=O)CNC1(c2nnnn2-c2c(C)cccc2CC)CCCCC1,0.8,-2.3
CCN1C(=S)NC2c3cccc(OC)c3OC1(C)C2C(=O)OC (stereo unspecified),-6.3,-5.2
